b-catenin transl = beta-catenin nuclear translocation modulation; HeLa beta-catenin nuclear translocation, immunofluorescence imaging; nuclear translocation activity, % at 5 µM; 0.3% of 190,000 active; AID 1665;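 active = nuclear translocation activity above 50% at 5 µM, with a well cell count of 50 or more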;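 note: per-cell ratio of nuclear to cytoplasmic median beta-catenin stain intensity; plate controls were DMSO negative control for no effect and GSK-3 inhibitor IX positive control for full effect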
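assay system = human HeLa cells, endogenous beta-catenin | times = compound treatment 24 h, 37°C, 5% CO2 | detection = Anti-beta-catenin immunofluorescence on PFA-fixed, Triton-permeabilized cells, DAPI nuclei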
T cell modulator = T cell immune modulation candidate; 2C CD8+ T cell-vesicle binding, flow cytometry; hits give low values; calls only at 7 µM; 0.068% of 330,000 active;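 active = response, share of CD8 T cells binding vesicles, and their 90th percentile fluorescence all below set limits, cut at about 80% in these data, passing the limit was not always enough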
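Benchmarks: naked versus QL9-loaded vesicles / Assay system: purified 2C TCR transgenic mouse naive CD8+ T cells / Technique: high-throughput flow cytometry with anti-B7-1 and anti-CD8 staining / Timing: Cell–vesicle co-incubation 1.5 h at 37 °C, staining 20 min on ice / Read-out: percent CD8+ FL2 mean versus row control / Probe or stimulus: QL9-loaded Drosophila micro-vesicles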
Dynein transport = dynein cargo transport inhibition; 3617.4 mouse cells, GR-EGFP nuclear translocation imaging; test concentration mostly 20 µM; stimulated with dexamethasone, 1 µM; hits give low values; z-score, hits read low; 0.47% of 220,000 active; AID 1381;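 active = plate z-score of nuclear minus cytoplasmic receptor signal below a set negative limit, without overly bright fluorescence or cell loss, cut at about -3.5 in these data, passing the limit was not always enough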;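 note: z-score of nuclear minus cytoplasmic ring GR-EGFP intensity difference per well; some compounds called inactive have numbers as strong as hits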
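Buffer or medium: tetracycline-free induction medium containing charcoal-stripped FBS / Reagent: dexamethasone agonist, 1.0 µM final, for 30 min / Technique: automated 10x imaging of fixed Hoechst-stained cells / Times: induction 48 h, compound 1 h, agonist 30 min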
CSM14.1 death rescue = rescue of cells from ER stress-induced death, primary screen, 384-well, CSM14.1, thapsigargin, ATP luminescence (AID 1222); one-dose cellular ATP content (survival), % at 20 µM; EC50 in µM for titrated hits; 190,000 tested, under 10 active; CSM14.1 thapsigargin-induced death rescue, ATP luminescence; higher % means a stronger effect;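 active = EC50 below 50 µM in the dose-response confirmation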;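 note: death triggered by thapsigargin at about 15 µM added after 2 h compound pretreatment; cell ATP read after overnight thapsigargin exposure of roughly 18 to 22 hours; normalized against plate controls of thapsigargin alone and 5% DMSO vehicle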
Insulin prom up = MIN6 insulin promoter up-regulation | MIN6 insulin promoter-GFP reporter, high-content imaging; hits give high values | z-score at 5 µM | 0.3% of 190,000 active | AID 1625;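 active = z-score above 3 at 5 µM with at least 500 cells counted in the well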
Hep lipid drop = hepatic lipid droplet formation modulation; AML12 mouse hepatocytes, oleate lipid droplets, BODIPY imaging; inhibition, % at 6.5 µM; 0.4% of 240,000 active;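 active = lipid droplet intensity inhibited by at least 50%, with more than 500 cells counted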
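Material – AML12 mouse liver cells · Also added – oleate loading, 100 µM · Compound dosing – 6.5 µM single-point dosing · Times – overnight treatment with compound plus oleate · Measured by – fluorescence imaging, 20x objective, two fields per well · Read-out – percent inhibition of filter-corrected integrated lipid droplet intensity per well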
Autophagy mod = modulators of autophagy | MEF GFP-LC3 puncta imaging; test concentration mostly 10 µM | calls only at 10 µM (by protocol) | 0.98% of 190,000 active | AID 463193;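 active = percentage of spot-positive cells more than 3 SD above its plate mean, without a fluorescence outlier flag or 80% toxicity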;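 note: spot-positive cell cutoff set from DMSO-treated cells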
MT stabilizer = microtubule stabilizers in HeLa cells. 0.83% of 200,000 active. HeLa tubulin immunostaining HCS, 24 h; share of cells brighter than vehicle mean+2SD. AID 2205. % tubulin-high responders, % at 10 µM;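 active = plate Z-score above 3 for both tubulin-high and condensed-nucleus cell shares, with cell loss under 80%, at 10 µM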;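 note: anti alpha tubulin signal scored within the nucleus-defined area of each cell; some results filed as inactive read as strong as hits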
Salmonella PhoP GFP = inhibitors of PhoP regulon expression, primary screen, Salmonella Typhimurium, GFP reporter (AID 1863); S. Typhimurium PhoP-regulated promoter GFP reporter, 4 h; higher % means a stronger effect; inhibition, % at 50 µM; hits with a dose series show IC50 in µM; 0.16% of 300,000 active;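 active = inhibition over 29.93%, a cutoff 3 SD above the screen mean, later confirmed by dose response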;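 note: 0% = low Mg2+ inducing control and 100% = high Mg2+ repressing control; strong numbers were not always called active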
Dynein transport cytoplasmic EGFP = further read-out of Dynein transport, marked with its call; z-score; measured here: cytoplasmic GR-EGFP intensity; hits give high values
Dynein transport nuclear GR-EGFP = second read-out of Dynein transport, no call of its own (marks repeat the call); z-score; measured here: nuclear GR-EGFP intensity;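 lower value marks the stronger effect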
Dynein transport cell count = second read-out of Dynein transport, no call of its own (marks repeat the call); z-score; measured here: cell count per field
Insulin prom up cell count = second read-out of Insulin prom up, no call of its own (marks repeat the call); cell count; measured here: cytotoxicity, nuclei count;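 total cells summed across four imaged fields per well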
Hep lipid drop cells 6.5 µM = further read-out of Hep lipid drop, marked with its call; cell count; measured here: cell count, cytotoxicity flag;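 cells counted across two imaged fields per well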
b-catenin transl cell count 5 µM = recorded beside b-catenin transl, whose call it bears; cell count; measured here: cell count, cytotoxicity flag
T cell modulator vesicle-bound % = further read-out of T cell modulator, marked with its call; double positive events, %; measured here: CD8+ vesicle-bound cell fraction;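 binding gate set so that unloaded-vesicle control wells show 10% double positive cells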
MT stabilizer Hoechst-high % = recorded beside MT stabilizer, whose call it bears; % Hoechst-high responders; measured here: nuclear condensation Hoechst responders;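 share of cells brighter than vehicle mean plus two SD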
MT stabilizer cytotoxicity % = further read-out of MT stabilizer, marked with its call; toxicity, %; measured here: cytotoxicity by cell density;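 0% = mean cell density of plate MIN control wells and 100% = no cells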
Autophagy mod cell loss 18 h = second read-out of Autophagy mod, no call of its own (marks repeat the call); toxicity, %; measured here: cell loss, nuclei count;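 cell loss after 18 h compound exposure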
* hit, by the source's call; i = inactive; . = not tested or not shown; + = active, no number; & = joins results of further samples. Random draw from the library; 3% or so of the library scored in one or more.

Value order – b-catenin transl	b-catenin transl cell count 5 µM	T cell modulator	T cell modulator vesicle-bound %	Dynein transport	Dynein transport cytoplasmic EGFP	Dynein transport nuclear GR-EGFP	Dynein transport cell count	CSM14.1 death rescue	Insulin prom up	Insulin prom up cell count	Hep lipid drop	Hep lipid drop cells 6.5 µM	Autophagy mod	Autophagy mod cell loss 18 h	MT stabilizer	MT stabilizer Hoechst-high %	MT stabilizer cytotoxicity %	Salmonella PhoP GFP
1. CC(=O)Nc1ccc(NC(=O)COc2ccc([N+](=O)[O-])cc2)cc1
→ -1.0	1109	i	54	3.5	0.012	2.5	-2.5	-5.6%	-0.23	1107	6	686	i	6	2.1	3.8	11	-3%
2. COC(=O)N/N=C(C)\C=C\c1ccco1
→ -3.9	1157	i	56	0.75	0.048	0.62	-0.082	-0.1%	.	.	-8	664	i	4	3.5	1.4	2.9	10%
3. Cc1nc(NC(=O)C2CCCC2)sc1Cc1ccc2c(c1)OCO2
→ -3.3	582	i	58	-0.73	1	0.31	0.85	0.6%	0.39	1199	6	736	i	25	5.5	2.5	7.1	4%
4. Cc1ccc(S(=O)(=O)Nc2ccc3nc(C)sc3c2)cc1
→ -3.0	1407	i	31	0.62	-0.27	0.59	-0.44	-1.4%	-0.5	578	.	.	i	11	4.3	1.3	1.3	7%
5. C=CCc1ccc(OC(=O)c2ccccc2)c(OC)c1
→ 1.2	1061	i	33	0.092	-0.24	0.2	-0.042	-0.3%	-0.2	1348	-12	681	i	10	0.7	1.2	3.4	2%
6. Nc1c(C(=O)Nc2ccc(S(=O)(=O)N3CCCC3)cc2)sc2nc3ccc(OC(F)(F)F)cc3cc12
→ 0.1	1041	i	48	-7.4	31	5.4	0.23	0.2%	2.2	1375	-21	500	+	-0.7*	7.5	8.0	2.2	-36%
7. Cc1cc(S(=O)(=O)n2ccnc2)c(Cl)cc1Cl
→ 1.7	1549	i	27	-0.61	-0.25	-0.62	0.91	-0.3%	0.06	1626	6	728	i	17	2.2	2.1	5.0	7%
8. Cn1c(=O)c2c(nc(CN3CCc4ccccc4C3)n2CC(=O)c2ccccc2)n(C)c1=O
→ .	.	i	51	-0.65	0.28	0.28	1.4	.	.	.	.	.	i	5	4.0	2.1	8.2	.
9. Cc1ccc(Nc2ccc(C(=O)N3CCCC3)cn2)c(C)c1
→ 1.9	1257	i	33	0.24	-0.25	0.21	1.1	0.7%	-0.23	915	8	778	i	-13	1.7	1.0	7.2	-1%
10. Cc1ccccc1C(=O)N1CCC(C(=O)Nc2ccc(S(=O)(=O)N3CCCC3)cc2)CC1
→ .	.	i	39	0.43	-0.24	0.94	-0.87	.	1.1	1300	2	667	i	-11	1.4	2.1	11	6%
11. COc1ccc(/C=N/Nc2ncc(Br)cn2)c(OC)c1
→ 1.2	1523	i	59	0.95	-0.18	0.47	-0.41	-1.9%	.	.	17	624	i	-3	1.7	2.3	2.0	-1%
12. CCC(C)(C(=O)NC1CCCC1)N(Cc1ccco1)C(=O)c1ccc2c(c1)OCO2 (stereo unspecified)
→ -0.8	1351	i	58	-0.83	2.4	0.23	-0.27	1.5%	-0.12	1691	.	.	i	15	2.0	3.1	9.5	5%
13. CN(CCCNC(=O)C1CCN(S(=O)(=O)c2cccc3nsnc23)CC1)Cc1ccccc1
→ .	.	i	30	2.9	-0.25	1.2	-1.4	0.9%	.	.	.	.	i	13	3.7	2.8	2.6	5%
14. CCOC(=O)CCNC(=O)Nc1ccc2nc(C)n(Cc3ccccc3Cl)c(=O)c2c1
→ -1.4	1013	i	12	-0.33	-0.2	0.11	0.2	-2.9%	1.1	1788	6	744	i	-3	3.0	2.2	3.1	-3%
15. Cc1cc(NS(=O)(=O)c2ccccc2)cc(Cl)c1O
→ -4.1	835	i	49	2.4	0.27	1.8	-0.81	0.1%	0.82	1150	.	.	i	4	2.5	3.0	7.8	12%
16. O=c1cc(CN2CCN(Cc3ccccc3)CC2)c2cc3c(cc2o1)CCC3
→ 0.8	1443	i	52	0.98	0.87	0.35	-1.4	.	-0.09	866	-20	753	.	.	.	.	.	-19%
17. CC(=O)c1ccc(NC(=O)C2CCCN(S(=O)(=O)c3c(C)[nH]c(=O)[nH]c3=O)C2)cc1 (stereo unspecified)
→ -2.1	1049	i	60	0.14	-0.36	0.36	-0.039	.	-0.26	1298	4	694	i	4	3.1	0.9	22	5%
18. C=CCc1cc(OC)ccc1OCC(O)CN1CCN(c2ccc(OC)cc2)CC1 (stereo unspecified)
→ 2.1	1125	i	26&50	-0.29&1	-0.2&-0.19	-0.0052&-0.041	-0.97&-0.4	-0.7%	-0.56&-0.38	1139&1178	-13&22	646&664	i	-3&-17	1.8&3.6	2.1&1.3	5.2&1.2	9%&3%
19. O=C(CCCCCN1C(=O)c2ccccc2C1=O)Oc1ccc2c3c(c(=O)oc2c1)CCC3
→ -2.6	1093	i	46	0.9	-0.21	0.59	-0.091	-1.9%	0.46	1448	-17	699	i	13	3.6	2.5	2.2	4%
20. CC(=O)Nc1sc(N/N=C/c2ccc(O)cc2)nc1-c1ccc(C)cc1
→ 0.5	1321	i	45	-0.9	-0.24	-0.38	1.1	.	-0.81	1046	-2	730	.	.	.	.	.	-8%
21. CC(O)CNc1cnccn1 (stereo unspecified)
→ 0.0	1072	i	63	0.77	0.16	0.55	-2.3	0.2%	.	.	7	686	i	-11	2.9	3.0	15	-1%
22. CC1CCc2sc(C(=O)Nc3ccc(C(N)=O)cc3)cc2C1 (stereo unspecified)
→ -1.5	1144	i	26	-0.45	-0.24	-0.3	0.77	.	-0.42	1486	-25	711	.	.	.	.	.	-14%
23. Cc1ccc(C)c(NC(=O)CN(C)S(=O)(=O)c2cccc3cccnc23)c1
→ 1.0	1322	i	16	-0.36	-0.24	0.29	0.32	.	-0.88	1086	1	710	.	.	.	.	.	0%
24. C/C(N)=C(/C#N)C(=O)COC(=O)c1ccc(C#N)cc1
→ -1.4	1016	i	43	-1	-0.21	-0.46	0.67	-1.0%	0.19	1286	15	693	i	-7	1.2	2.5	11	-4%

Filtered by structure: the entries above with a furan ring, fused or not
Value order – b-catenin transl	b-catenin transl cell count 5 µM	T cell modulator	T cell modulator vesicle-bound %	Dynein transport	Dynein transport cytoplasmic EGFP	Dynein transport nuclear GR-EGFP	Dynein transport cell count	CSM14.1 death rescue	Insulin prom up	Insulin prom up cell count	Hep lipid drop	Hep lipid drop cells 6.5 µM	Autophagy mod	Autophagy mod cell loss 18 h	MT stabilizer	MT stabilizer Hoechst-high %	MT stabilizer cytotoxicity %	Salmonella PhoP GFP
2. COC(=O)N/N=C(C)\C=C\c1ccco1
→ -3.9	1157	i	56	0.75	0.048	0.62	-0.082	-0.1%	.	.	-8	664	i	4	3.5	1.4	2.9	10%
12. CCC(C)(C(=O)NC1CCCC1)N(Cc1ccco1)C(=O)c1ccc2c(c1)OCO2 (stereo unspecified)
→ -0.8	1351	i	58	-0.83	2.4	0.23	-0.27	1.5%	-0.12	1691	.	.	i	15	2.0	3.1	9.5	5%

Record cards, from the list above:
Entry for COC(=O)N/N=C(C)\C=C\c1ccco1 → b-catenin transl = -3.9; b-catenin transl cell count 5 µM = 1157; T cell modulator = i; T cell modulator vesicle-bound % = 56; Dynein transport = 0.75; Dynein transport cytoplasmic EGFP = 0.048; Dynein transport nuclear GR-EGFP = 0.62; Dynein transport cell count = -0.082; CSM14.1 death rescue = -0.1%; Insulin prom up = .; Insulin prom up cell count = .; Hep lipid drop = -8; Hep lipid drop cells 6.5 µM = 664; Autophagy mod = i; Autophagy mod cell loss 18 h = 4; MT stabilizer = 3.5; MT stabilizer Hoechst-high % = 1.4; MT stabilizer cytotoxicity % = 2.9; Salmonella PhoP GFP = 10%
Entry for CCOC(=O)CCNC(=O)Nc1ccc2nc(C)n(Cc3ccccc3Cl)c(=O)c2c1 → b-catenin transl = -1.4; b-catenin transl cell count 5 µM = 1013; T cell modulator = i; T cell modulator vesicle-bound % = 12; Dynein transport = -0.33; Dynein transport cytoplasmic EGFP = -0.2; Dynein transport nuclear GR-EGFP = 0.11; Dynein transport cell count = 0.2; CSM14.1 death rescue = -2.9%; Insulin prom up = 1.1; Insulin prom up cell count = 1788; Hep lipid drop = 6; Hep lipid drop cells 6.5 µM = 744; Autophagy mod = i; Autophagy mod cell loss 18 h = -3; MT stabilizer = 3.0; MT stabilizer Hoechst-high % = 2.2; MT stabilizer cytotoxicity % = 3.1; Salmonella PhoP GFP = -3%

Source: PubChem (several laboratories)
